Compound activity as filed in PubChem.
HTT aggregate – qHTS Multiplex Assay to Identify Dual Action Probes in a Cell Model of Huntington: Aggregate Formation (GFP). Potency, µM (top dose mostly 46.1 µM), without a hit: at the top dose activity change, negative = inhibition, most hits filed as inhibitors. AID 1688, 2009. PC12 HttQ103-GFP aggregates, Acumen cytometry, 40 h. 220,000 compounds, 1.1% hits; further: potency means the concentration at half of the fitted maximal effect; on the % scale 0 is the no-effect control and ±100 the full control effect; nearly all actives have a fitted effect of over 60% in size
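Steps: seed 1500 PC12 HTTQ103-GFP cells/well; add tebufenozide, 100 nM final; add compound titration; add ATPLite reagent; quantify GFP aggregates by laser scanning cytometry.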
CBFb-RUNX1 inh – qHTS Assay for Compounds Blocking the Interaction Between CBF-beta and RUNX1 for the Treatment of Acute Myeloid Leukemia. Runt-related transcription factor 1 (Homo sapiens) + Core-binding factor subunit beta …. AlphaScreen CBFb-His/RUNX1-biotin binding, biochemical. Potency, µM (series often up to 59.8 µM), for inactives: at the top dose activity, negative = inhibition, most hits filed as inhibitors. 230,000 tested, under 10 active. AID 1477, 2009; further: % of control where 0% means no effect
Target sequence (Q01196 whole entry, looked up): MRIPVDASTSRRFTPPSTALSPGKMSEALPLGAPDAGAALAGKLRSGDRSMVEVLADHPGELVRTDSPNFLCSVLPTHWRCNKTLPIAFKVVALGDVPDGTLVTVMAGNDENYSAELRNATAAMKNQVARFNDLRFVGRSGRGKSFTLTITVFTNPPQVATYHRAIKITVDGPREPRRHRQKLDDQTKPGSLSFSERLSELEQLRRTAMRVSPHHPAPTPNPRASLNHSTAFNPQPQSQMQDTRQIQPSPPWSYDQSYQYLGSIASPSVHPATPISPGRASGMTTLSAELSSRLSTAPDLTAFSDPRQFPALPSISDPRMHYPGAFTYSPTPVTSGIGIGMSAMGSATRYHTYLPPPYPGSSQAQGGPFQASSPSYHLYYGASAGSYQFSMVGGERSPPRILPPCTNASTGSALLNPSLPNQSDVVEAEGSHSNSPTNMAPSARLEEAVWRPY
Target sequence (Q13951 whole entry, looked up): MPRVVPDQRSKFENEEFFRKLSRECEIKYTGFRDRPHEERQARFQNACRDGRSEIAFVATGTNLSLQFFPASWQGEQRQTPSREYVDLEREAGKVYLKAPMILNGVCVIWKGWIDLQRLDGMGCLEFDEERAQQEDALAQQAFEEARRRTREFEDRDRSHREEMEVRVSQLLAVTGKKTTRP
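CBF-beta (His) and RUNX1 (biotin), 30 nM each; 20 min preassociation; + compound, 15 min; + beads 50 ng each (Ni, streptavidin), 90 min; RT; AlphaScreen read.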
Luc counter – Counterscreen for Luciferase (Kinase-Glo TM) Inhibition | 200,000 compounds, 0.28% hits | Kinase-Glo luciferase, ATP luminescence, 8 min | Potency, µM (doses to about 38.3 µM), without a hit: at the highest dose activity change, negative = inhibition, usual class: inhibitors | Luciferin 4-monooxygenase (Photuris pensylvanica), Q27757; further: potency means the concentration at half of the fitted maximal effect; on the % scale 0 is the no-effect control and ±100 the full control effect; nearly all actives have a fitted effect of over 60% in size
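Luminescence was the read-out, taken after 8-minute incubation at ambient temperature. Luciferase turned over luciferin with 10 uM ATP in imidazole pH 7.2 buffer containing KCl, MgCl2, Tween 20 and BSA.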
HTT ATP protect – qHTS Multiplex Assay to Identify Dual Action Probes in a Cell Model of Huntington: Cytoprotection (ATP) | PC12 HTT-Q103 induced, cytoprotection, ATP luminescence, 40 h | Potency, µM (doses to about 56.4 µM), inactives show cytoprotection (ATP increase), usual class: activators | 230,000 compounds, 0.14% hits | AID 1471, 2008;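 further: potency means the concentration at half of the fitted maximal effect; % of control where 0% means no effect; nearly all actives have a fitted effect of over 45% in size; toxic huntingtin expression switched on by the ecdysone agonist tebufenozide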
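Huntington model: PC12 line, ecdysone-inducible HTTQ103 exon1–GFP, tebufenozide 100 nM. Test articles in a dose series. Endpoint luminescence from cellular ATP.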
LMNA splice mod – qHTS Assay for Modulators of Lamin A Splicing. 200,000 compounds, 0.01% hits. Potency, µM (series often up to 46.1 µM), for the others: at the top dose ratio change, negative = inhibition, actives largely listed as inhibitors. HeLa LMNA splicing GFP/RFP minigene ratio, 48 h; active means well fitted inhibition curve with a large enough effect in the signal ratio, with a control signal flat, not every such curve was filed as active; inconclusive means small, poorly fitted or top-dose-only effect, or effect the other way, or a change in a side signal; the % refers to the signal ratio; further: potency means the concentration at half of the fitted maximal effect; on the % scale 0 is the no-effect control and ±100 the full control effect
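S3 HeLa cells stably expressing lamin A-EGFP splicing minigene plus DsRed2, 600 cells/well, 48 h compound exposure at 37C. Laser-scanning cytometry; analysed as GFP (500-530 nm)/RFP (575-640 nm) total intensity ratio; 0.5% DMSO vehicle.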
IMPase Li cell – qHTS Assay for Identifying the Cell-Membrane Permeable IMPase Inhibitors: Potentiation with Lithium | AID 1457, 2008 | Potency, µM (top dose mostly 59.4 µM), for inactives: top-dose activity, negative = IMPase inhibition, actives largely listed as inhibitors | CHO-M1 cells, IP1 TR-FRET (IP-One), carbachol + lithium | 210,000 compounds, 0.35% hits;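 further: IP1 builds up when IMPase is blocked and the TR-FRET signal falls; potency means the concentration at half of the fitted maximal effect; plate controls were basal vehicle for no effect and high inhibitor control for full effect; nearly all actives have a fitted effect of over 50% in size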
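Steps: plate 2000 CHO-M1 cells per well and culture 16–30 h; add compound and lithium; incubate 30 min, 37C; add d2-IP1 tracer and Eu cryptate anti-IP1 antibody in lysis buffer; read after 10 min at room temperature.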
SMN2 splice up – qHTS Assay for Enhancers of SMN2 Splice Variant Expression. 210,000 compounds, 2.8% hits. Potency, µM (doses to about 46.1 µM), inactives show at the highest dose activity change, positive = activation, actives largely listed as activators. HEK293 SMN2-luciferase splicing reporter, luminescence, 30-36 h; further: potency means the concentration at half of the fitted maximal effect; % of control where 0% means no effect; nearly all actives have a fitted effect of over 55% in size
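qHTS luciferase splicing reporter: luminescence rises when SMN2 exon 7 is included in transfected HEK293 cells. Compound exposure lasted 30-36 h at 37C, with 4.5 mM final sodium butyrate as control, followed by a ONE-Glo read.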
* marks the source's active call; other numbers are inactive results; ? = inconclusive; . = not tested or not shown; [ ] = remark or other dose. Unless noted, the call rests on the fitted dose curve; in most records, active means well fitted curve in the direction sought with a large enough effect; inconclusive means small, poorly fitted or top-dose-only effect, or another doubt; inactive means no such curve, though single readings can be large; an effect the other way counts as inactive or inconclusive.

SMILES	HTT aggregate	CBFb-RUNX1 inh	Luc counter	HTT ATP protect	LMNA splice mod	IMPase Li cell	SMN2 splice up
Cc1ccc(C(=O)NC2CCN(S(=O)(=O)c3ccccc3)CC2)cc1	0%[9.22 µM]	3%	-1%	9%[10 µM]	-1%[46 µM]	-1%	-17%
CC(=O)c1ccc(NC(=S)NC(=O)CC(C)C)cc1	-9%	5%	-1%	-5%[10 µM]	3%	15%	7.9µM*
O=C(O)c1cnn(-c2ccccc2)c1C(F)(F)F	1%	1%	0%	11%	.	1%	11%
Cc1cccc(-n2c(O)c(C=Nc3c(C)n(C)n(-c4ccccc4)c3=O)c3ccccc3c2=O)n1	2%	4%	-2%	-18%[10 µM]	10%	1%[38.3 µM]	2%
O=C(Nc1ccc(Br)cc1Cl)N1CCOCC1	4%[9.22 µM]	1%	-2%	-31%	?	-9%	-8%
O=C(O)CCCNC(=O)/C(=C\c1ccccc1F)NC(=O)c1ccccc1	13%	1%	1%	.	.	0%	?
CCN(C(=O)c1cnc(OC)cc1C(F)(F)F)c1ccc(Cl)cc1	-5%[9.22 µM]	12%	.	16%[10 µM]	.	.	.
O=c1c2c3c(sc2nc2n1CCC2)CCCCC3	.	1%	1%	.	?	19%	-14%
NC(=O)C1(N2CCCCC2)CCN(C(=O)Nc2ccccc2C(F)(F)F)CC1	10%	?	-1%	12%[10 µM]	-12%	-7%	1%
Clc1ccc(-n2ncc3c(NCc4cccs4)ncnc32)cc1	?	0%	-6%	-33%	?	9%[38.3 µM]	-57%[inhibitor]
CC1CCN(C(=S)NC2CCCCC2)CC1	-14%	8%	4%	10%[10 µM]	3%	18%[38.3 µM]	9%
COc1ccccc1NC(=O)C1C2CCCCC21 (centres undefined)	-2%	1%	-3%	-10%[10 µM]	-2%	-11%[38.3 µM]	-10%
Cc1c(C(=O)/C=C/N(C)C)nnn1-c1ccc(Cl)cc1Cl	-10%[9.22 µM]	1%	.	-2%[10 µM]	.	.	.
COc1cccc(C(=O)N/N=C/c2ccc(OC3CSC3)cc2)c1	-2%	1%	-8%	-13%	13%	18%[38.3 µM]	-39%[inhibitor]
O=C(c1ccncc1)c1ccc([N+](=O)[O-])cc1	-7%[9.22 µM]	0%	1%	-31%[inhibitor]	11%[46 µM]	1%	0%
CCCOc1ccc(C(=O)CCNc2cccc(Cl)c2)cc1	13%	12%	-1%	-14%	.	0%	-16%
CCc1ccc(OCCNC(=O)c2ccccc2SCc2ccc(F)cc2)cc1	-24%	21%	-1%	9%	?	19%[38.3 µM]	-4%
COc1cc2nc(CC(C)C)n(NC(=O)c3ccccc3)c(=O)c2cc1OC	4%	-3%	1%	6%[10 µM]	-8%	21%[38.3 µM]	15%
COc1cc(OC)c(/C=N/NC(=O)c2ccc([N+](=O)[O-])cc2)cc1Br	15%	4%	-1%	-14%	6%	1%[38.3 µM]	3%
CCN(CC)CCCn1c(=S)[nH]c2cc(OC)c(OC)cc2c1=O	-19%	-25%	-4%	13%	-5%	30%[activator][38.3 µM]	26%
CN(c1ccc(F)cc1)S(=O)(=O)c1ccc(Cl)c(C(=O)Nc2ccc3c(c2)CCC3)c1	-4%	6%	1%	23%[10 µM]	?	11%	-22%
CCOC(=O)Cn1c(=NC(=O)C2CC2)sc2c(C)cc(C)cc21	15%[9.22 µM]	-4%	.	5%[10 µM]	.	.	.
CCOC(=O)c1c(C)oc2ccc(OS(C)(=O)=O)cc12	-4%[9.22 µM]	1%	-3%	-20%[10 µM]	.	2%	.
O=C(Nc1ccc(-n2nncc2-c2ccco2)cc1)c1cccc(F)c1	-18%	10%	-2%	4%[10 µM]	-2%	22%	-17%
CSc1nc(C(=O)N2CCc3c([nH]c4ccccc34)C2c2ccccn2)cs1 (centres undefined)	15%[9.22 µM]	4%	-1%	5%[10 µM]	.	20%	.
Other results follow.
SMILES	HTT aggregate	CBFb-RUNX1 inh	Luc counter	HTT ATP protect	LMNA splice mod	IMPase Li cell	SMN2 splice up
Cc1ccc(-n2c(-c3ccncc3)nnc2-c2ccco2)cc1	-27%	-4%	-5%	-28%	7%	1%[38.3 µM]	-2%
Cc1c(C(=O)O)oc2ccc(S(=O)(=O)NCc3ccc4c(c3)OCO4)cc12	16%	5%	1%	2%[0.074 µM]	8%	-2%[38.3 µM]	5%
COc1ccc(-c2nnc(-c3ccc(N)cc3)o2)cc1	7%	8%	-4%	-90%[inhibitor]	-7%	-11%[38.3 µM]	13µM*
CCCNc1cc(=O)n(C)c(=O)n1C	15%	0%	-2%	-10%	9%	-23%[38.3 µM]	3%
CCC(NC(=O)C1(C)CC1(Br)Br)c1ccc(C)cc1 (centres undefined)	-3%	2%	0%	1%	7%	8%[38.3 µM]	5%
O=C(NCC(=O)N1CCC(N2CCCCC2)CC1)C1CCCCC1	-14%	-5%	-1%	-28%	4%	26%[38.3 µM]	-11%
COc1ccc(NC(=O)CC2C(=O)N(c3ccccc3)C(=O)N2Cc2ccco2)cc1 (centres undefined)	13%	0%	0%	-43%[inhibitor]	.	-3%	1%
CCOc1cc(/C=C/c2nc3cc(C)c(C)cc3s2)ccc1OCC(=O)N1CCOCC1	?	7%	0%	.	?	9%	11%
COCCNC(=O)c1ccc2c(c1)nc(C)n2-c1cc(OC)c(OC)c(OC)c1	-4%	2%	-3%	-19%	8%	2%[38.3 µM]	16%
CCN(CC)C1CCS(=O)(=O)C1 (centres undefined)	-19%	-4%	3%	-15%	.	8%	0%
Cc1ccsc1C1NC(=O)c2c(sc3c2CCCC3)N1 (centres undefined)	28µM*	27%	-8%	21%[10 µM]	-1%	1%	16µM*
CCOC(=O)c1cccc(NC(=O)CSc2nc3ccccc3c(=O)n2CC)c1	2%	4%	-3%	3%[10 µM]	6%	3%	-26%
CC1=Nn2c(nnc2-c2ccccc2)SC1	0%	17%	-5%	-15%[0.074 µM]	-13%	21%[38.3 µM]	12%
COc1ccc(OC)c(NC(=O)N2CCCC(CNS(=O)(=O)c3cccs3)C2)c1 (centres undefined)	9%[9.22 µM]	3%	0%	-5%[10 µM]	4%[46 µM]	2%	.
COc1ccccc1NCC(=O)NNCC(=O)Nc1ccc(F)c(Cl)c1	14%	-5%	-2%	-46%[inhibitor]	.	-3%	5%
COc1ccc(OC)c(/C=N/NC(=O)CSc2nnc(C)n2-c2ccccc2)c1	1%	-4%	1%	4%	-3%[0.0737 µM]	-9%[38.3 µM]	3%
CCCCS(=O)(=O)Nc1ccc(Cc2ccncc2)cc1	-19%	3%	-3%	5%[1.9 µM]	?	26%[38.3 µM]	-23%
CC(=O)C1=C(C)NC(=O)NC1c1cc(Br)ccc1OCC(N)=O (centres undefined)	-8%	0%	2%	2%	16%	22%[38.3 µM]	21%
Cn1nnnc1SCC(=O)Nc1c(Cl)cccc1Cl	15%	3%	0%	0%	3%	1%[38.3 µM]	4%
O=C1CC(c2ccccc2)=NN1c1ccc([N+](=O)[O-])cc1	2%[9.22 µM]	-25%	1%	5%[10 µM]	-24%[46 µM]	13%	.
CC(C)(C)/C=N/NC(=O)C1CC1	?	3%	.	20%[10 µM]	.	.	.
CC(=O)OC1C=C[C@]2(C)C(CC(OC(C)=O)[C@@]3(C)C4=CC(=O)OC(c5ccoc5)[C@]4(C)CCC23)C1(C)C (some centres undefined)	.	24%	0%	-46%[inhibitor]	.	9%	-6%
CC(C)C(C(=O)NCc1ccco1)N(C(=O)CNS(=O)(=O)c1ccc(Cl)cc1)C1CCCC1 (centres undefined)	10%	6%	0%	5%	-6%	9%[38.3 µM]	27%
FC(F)(F)c1ccccc1-c1nc(Nc2ccncc2)c2ccccc2n1	.	.	-2%	-38%[inhibitor]	?	-14%	14%
COc1ccc(C(C(=O)OCCN(C)C)c2ccccc2)cc1 (centres undefined)	-14%	2%	2%	-30%	5%	31%[activator][38.3 µM]	-8%

The final 5 compounds of the section before lead into the next.
SMILES	HTT aggregate	CBFb-RUNX1 inh	Luc counter	HTT ATP protect	LMNA splice mod	IMPase Li cell	SMN2 splice up
CC(C)(C)/C=N/NC(=O)C1CC1	?	3%	.	20%[10 µM]	.	.	.
CC(=O)OC1C=C[C@]2(C)C(CC(OC(C)=O)[C@@]3(C)C4=CC(=O)OC(c5ccoc5)[C@]4(C)CCC23)C1(C)C (some centres undefined)	.	24%	0%	-46%[inhibitor]	.	9%	-6%
CC(C)C(C(=O)NCc1ccco1)N(C(=O)CNS(=O)(=O)c1ccc(Cl)cc1)C1CCCC1 (centres undefined)	10%	6%	0%	5%	-6%	9%[38.3 µM]	27%
FC(F)(F)c1ccccc1-c1nc(Nc2ccncc2)c2ccccc2n1	.	.	-2%	-38%[inhibitor]	?	-14%	14%
COc1ccc(C(C(=O)OCCN(C)C)c2ccccc2)cc1 (centres undefined)	-14%	2%	2%	-30%	5%	31%[activator][38.3 µM]	-8%
Cn1cc(C(=O)N2CCN(c3ccccn3)CC2)c(=O)c2cc(S(=O)(=O)N3CCOCC3)ccc21	?	3%	1%	-20%	4%	5%[38.3 µM]	-7%
COCCCNCC(=O)Nc1ccc(OC(F)(F)F)cc1	-6%	5%	0%	3%[10 µM]	1%	-5%	1%
O=C(Nc1ccccn1)c1cc2cc([N+](=O)[O-])ccc2s1	-6%	1%	-1%	-21%	.	16%	?
COCCSc1ccccc1C(=O)Nc1ccccc1C#N	-8%	3%	-1%	-36%	?	7%	-4%
CN(C)S(=O)(=O)c1ccc(NC(=S)NC(=O)c2ccc(Br)o2)cc1	9%	-5%	-3%	-28%	.	11%	12%
Clc1cccc(/C=N/Nc2nc(Cl)nc3ccccc23)c1	18%	-15%	0%	-42%[inhibitor]	1%	5%[38.3 µM]	22µM*
CCCNC(=S)N1CCCC(c2nc3ccccc3[nH]2)C1 (centres undefined)	7%	3%	0%	-14%	-8%[46 µM]	-3%	7%
O=c1[nH]c2ccccc2nc1C(Cl)c1ccccc1 (centres undefined)	-14%	9%	-5%	-18%	-3%	19%[38.3 µM]	21%
